SR-BI HDL uptake – inhibitors of mouse SR-BI mediated HDL lipid uptake. Q61009. ldlA[mSR-BI] CHO cells, DiI-HDL uptake fluorescence, 3 h. inhibition, % at 12.5 µM. 0.96% of 320,000 active. AID 488896;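 active means mean replicate inhibition of at least 70% and a set share of replicates each scoring 70 or more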;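 further: 0% = median of neutral control wells and 100% = median of positive control wells; values of inactives mirror those of a sister screen read the other way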
cardiac RTF act – cardiac RTF calcium sensitization; P19429+P45379; IANBD-labeled TnC RTF fluorescence at EC20 calcium; 0% EC20 calcium, 100% full calcium; activation, % at 7.2 µM; 0.24% of 340,000 active;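 active means activation above the mean over all tested compounds plus 3 SD, cut at about 30% in these data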;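 further: rise in fluorescence read as greater calcium sensitivity of cardiac thin filaments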
MITF TRPM1 HTS – MITF TRPM1 promoter activation in melanoma cells | SK-MEL-5 TRPM1-promoter luciferase, 24 h; % of positive control, neutral wells = 0 | activation, % at 12.5 µM | 0.75% of 300,000 active;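 active means mean activation of at least 80% with every replicate also reaching 80%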;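 further: 0% = neutral control wells and 100% = parthenolide positive control wells; values of inactives mirror those of a sister screen read the other way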
Wnt bcat act – activates Wnt/beta-catenin signaling in a reporter cell assay; AID 743398; 1.2% of 300,000 active; activation, % at 9.35 µM; activator, plate reader; in the data active means activation above about 30%, passing the limit was not always enough;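 further: 0% = neutral control wells and 100% = positive control wells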
HTR5A ag ctr – HTR5A agonism, opioid heterodimer counter-screen | HTR5A agonist assay, luminescence, cell-based | P47898 | AID 504692 | activation, % at 9.3 µM | 0.61% of 340,000 active; in the data active means activation mostly above about 9.5%, no sharp cut-off; inactive means mostly below about 7.6%;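 further: 0% = cells with vehicle only and 100% = reference agonist; strong numbers were not always called active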
Target sequence (P47898 whole entry, looked up): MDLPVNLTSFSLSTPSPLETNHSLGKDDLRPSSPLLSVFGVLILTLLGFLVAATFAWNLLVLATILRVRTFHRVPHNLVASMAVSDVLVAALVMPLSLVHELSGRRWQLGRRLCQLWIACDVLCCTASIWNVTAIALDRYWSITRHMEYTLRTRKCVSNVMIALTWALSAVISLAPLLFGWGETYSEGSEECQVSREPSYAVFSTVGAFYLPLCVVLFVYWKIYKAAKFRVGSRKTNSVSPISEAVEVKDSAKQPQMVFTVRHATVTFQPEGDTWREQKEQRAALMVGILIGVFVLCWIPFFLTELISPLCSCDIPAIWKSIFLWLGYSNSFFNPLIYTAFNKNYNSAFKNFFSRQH
dFosB activator – mouse delta FosB homodimer activation | P13346 | purified delta FosB, TAMRA-CDK5 oligo fluorescence polarization; percent of positive-control signal above neutral wells | activation, % at 25 µM | 0.99% of 340,000 active | AID 493131;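 active means mean activation above about 17%, with every replicate also reaching it, limit read from the data, passing the limit was not always enough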;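 further: fluorescence polarization rise as delta FosB binds a TAMRA Cdk5 AP-1 oligo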
Target sequence (P13346 whole entry, looked up): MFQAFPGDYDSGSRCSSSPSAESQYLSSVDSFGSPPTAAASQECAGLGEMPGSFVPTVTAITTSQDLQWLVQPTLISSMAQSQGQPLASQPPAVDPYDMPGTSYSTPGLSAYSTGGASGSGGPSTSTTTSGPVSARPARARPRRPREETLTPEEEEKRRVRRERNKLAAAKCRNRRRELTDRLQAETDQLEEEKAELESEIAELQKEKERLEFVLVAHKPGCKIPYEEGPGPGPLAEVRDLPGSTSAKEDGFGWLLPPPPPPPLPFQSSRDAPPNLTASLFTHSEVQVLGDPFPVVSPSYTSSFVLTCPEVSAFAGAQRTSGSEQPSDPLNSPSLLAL
Rtt109 Vps75 – inhibitors of Candida albicans Rtt109/Vps75 histone acetyltransferase; Q5AAJ8; purified Rtt109/Vps75, ThioGlo CoA-SH fluorescence, 4 h; inhibition, % at 34.9 µM; 0.16% of 330,000 active; AID 540336;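 active means inhibition of at least 50% in every replicate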
Target sequence (Q5AAJ8 whole entry, looked up): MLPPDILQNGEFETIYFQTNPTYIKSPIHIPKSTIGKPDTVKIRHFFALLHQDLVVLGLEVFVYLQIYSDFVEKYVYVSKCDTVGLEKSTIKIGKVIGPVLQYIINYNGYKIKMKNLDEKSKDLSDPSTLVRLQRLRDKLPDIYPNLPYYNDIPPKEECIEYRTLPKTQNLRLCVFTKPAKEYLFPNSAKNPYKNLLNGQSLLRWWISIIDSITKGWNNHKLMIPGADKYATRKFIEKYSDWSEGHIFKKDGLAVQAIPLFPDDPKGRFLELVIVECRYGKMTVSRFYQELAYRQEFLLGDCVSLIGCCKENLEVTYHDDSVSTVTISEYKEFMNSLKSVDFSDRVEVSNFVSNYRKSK
CDK5 p35 inh – CDK5/p35 (human) kinase inhibition | Recombinant CDK5/p35, ADP-Glo luminescence, 60 min | 0.01% of 330,000 active | inhibition, % at 10 µM;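 active means highest replicate inhibition of at least 50% and at least 75% of replicates reaching 50%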;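 further: plate controls were DMSO neutral control for no effect and GW8510 at 10 µM for full effect; many of its hits are not listed in these tables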
PvdQ inh – blocks Pseudomonas aeruginosa PvdQ acylase activity; 0.063% of 340,000 active; inhibition, % at 10 µM; purified PvdQ acylase, fluorescence plate reader; in the data active means inhibition above about 30%, passing the limit was not always enough;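 further: 0% = vehicle neutral wells and 100% = reference inhibitor wells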
SR-BI DiI-HDL act – SR-BI HDL lipid transfer activation | 0.096% of 320,000 active | activation, % at 12.5 µM | CHO ldlA[mSR-BI] cells, DiI-HDL uptake fluorescence, 3 h; 100 = double the neutral-control signal;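 active means mean replicate activation of at least 60% and every replicate at or above 60%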;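 further: 0% = median plate neutral-control signal and 100% = twice that signal; values of inactives mirror those of a sister screen read the other way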
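System: CHO ldlA[mSR-BI] cells / Medium: HEPES-buffered (25 mM, pH 7.4) F12 plus 0.5% BSA / Probe or stimulus: labelled HDL, 10 µg/mL / Doses: single compound concentration, delivered by pin transfer / Schedule: 3 h, 37 °C / Measured by: DiI fluorescence, bottom read / Measure: cell-associated DiI fluorescence as measure of HDL uptake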
* hit, by the source's call; · = not tested or not shown; & = joins results of further samples. This is a subset. The share of hits here may be higher or lower than overall.

1) CCc1ccc(CNCCc2c[nH]c3ccccc23)cc1
2) CN1CCN(c2ccc(N)cc2Cl)CC1
3) O=C1C(c2ccccc2)=C(N2CC2)c2ccccc21
4) Cc1nc2cc(-c3ccc(Cl)cc3)nn2c(C)c1CCC(=O)N1CCC2(CC1)OCCO2
5) C1=C(c2c[nH]c3ccccc23)CCN(Cc2ccccc2)C1
6) COc1ccc(-c2cc(=NCCCCCC(=O)O)c3cc(C)ccc3o2)cc1
7) CCC(CO)Nc1ccc([N+](=O)[O-])c2cccnc12 (stereo not drawn)
8) CCCn1c(C(=O)c2ccccc2OC)nc2ccccc21
screen / no.,1,2,3,4,5,6,7,8
HTR5A ag ctr,6,·,-4,-1,1,1&-3,-6,2
MITF TRPM1 HTS,·,1,-4,-63,2,18&5,0,-3
SR-BI DiI-HDL act,·,-15,2,-34,-4,-1&-5,-21,-8
PvdQ inh,-12,7,-11,2,-8,-15&6,-5,-14
dFosB activator,1,33*,-4,-5,-10,-43&-45,-1,-9
Wnt bcat act,0,-1,·,5,0,-2&-2,1,-3
Rtt109 Vps75,-1,18,-1,-11,8,6&0,-2,-8
cardiac RTF act,-3,·,-1,1,1,3&7,2,6
SR-BI HDL uptake,·,15,-2,34,4,1&5,21,8
CDK5 p35 inh,1.3,1.8,1.3,2.8,-0.1,-0.7&1.9,-1.1,0.5

9) C=CCNC(=O)c1c(N)n(CCN2CCOCC2)c2nc3ccccc3nc12
10) C#C[C@]1(O)CCC2C3C(CC[C@@]21C)[C@@]1(C)CC[C@@H](O)CC1=C[C@H]3O (stereo partly drawn)
11) O=c1c2ccccc2nc(-c2ccccc2)n1-c1ccccc1O
12) COC(=O)C1=C(c2ccc(OC)c(OC)c2)C[C@@H]2CC[C@H]1N2C(=O)NC1CC1
13) CCCCn1c(O)c(C(CC)=Nc2ccc(C(=O)O)cc2)c(=O)[nH]c1=O
14) Cn1cc(C(=O)NC2CC2)c2ccccc21
15) COc1ccc2c(c1)[C@]13CCCCC1C(C2)N(C)CC3 (stereo partly drawn)
16) C=CCC1(Cc2ccsc2)C(=O)NC(=O)NC1=O
screen / no.,9,10,11,12,13,14,15,16
HTR5A ag ctr,4,1,1,9,7,1,3,3
MITF TRPM1 HTS,2,4,·,2,·,-2,11,4
SR-BI DiI-HDL act,-9,-28,4,-10,2,·,21,5
PvdQ inh,-9,-13,-8,-14,-8,1,-8,-14
dFosB activator,-15,-9,2,-2,1,0,1,-5
Wnt bcat act,·,-4,0,-3,-7,-2,2,0
Rtt109 Vps75,-176,-53,-7,-5,18,7,-4,-12
cardiac RTF act,0,-4,-3,9,-1,-8,6,-4
SR-BI HDL uptake,9,28,-4,10,-2,·,-21,-5
CDK5 p35 inh,3.1,-0.3,-0.7,-2.0,-1.4,-2.9,0.9,-1.1

17) COc1cccc(-n2c(O)c(C=NCCN3CCNCC3)c(=O)[nH]c2=S)c1
18) Cc1ccc(C(=O)Nc2ccc(Cl)cc2C(=O)c2ccccc2)cc1
19) CC(=O)NC(=O)NC(C)Cc1ccccc1 (stereo not drawn)
20) COC(=O)C1=C(c2ccccc2OCc2ccccc2)C[C@@H]2CC[C@H]1N2C(=O)NCCOc1ccccc1Cl
21) OC(CNCc1ccccc1)c1ccc(Cl)cc1 (stereo not drawn)
22) N#CC(C#N)=Cc1ccc(O)c(O)c1
23) CN1C(=O)C(c2ccc([N+](=O)[O-])cc2[N+](=O)[O-])C(=O)N(C)C1=O
24) O=P1(Nc2ccc(F)cc2)COc2ccccc2OC1
screen / no.,17,18,19,20,21,22,23,24
HTR5A ag ctr,0,11*,2,1,3,2,-4,2
MITF TRPM1 HTS,3,-19,-4,-8,-5,-1,-3,-9
SR-BI DiI-HDL act,-6,-56,-2,-29,-10,1,10,3
PvdQ inh,-11,-5,9,-13,-8,10,-14,3
dFosB activator,-6,-11,-2,-11,-3,-4,-3,3
Wnt bcat act,1,·,-4,-9,2,-5,2,0
Rtt109 Vps75,·,-24,8,0,0,-1,6,8
cardiac RTF act,-2,8,0,8,9,7,0,5
SR-BI HDL uptake,6,56,2,29,10,-1,-10,-3
CDK5 p35 inh,-3.9,-2.7,0.6,0.1,0.2,-0.8,1.5,-1.0

The closing 3 compounds of the part before open the next one.
22) N#CC(C#N)=Cc1ccc(O)c(O)c1
23) CN1C(=O)C(c2ccc([N+](=O)[O-])cc2[N+](=O)[O-])C(=O)N(C)C1=O
24) O=P1(Nc2ccc(F)cc2)COc2ccccc2OC1
25) CCN1CCC(O)(c2ccccc2)C(C(=O)c2ccccc2)C1 (stereo not drawn)
26) C[N+]12CCC(CC1)C(C(O)(c1ccccc1)c1cccs1)C2 (stereo not drawn)
27) Cc1cc(C(=O)CN2CCCC2)c(C)n1-c1ccc(F)cc1
28) COc1ccc(C2N(c3cc(C)on3)C(=O)C3CCCN32)cc1 (stereo not drawn)
29) CCn1c(O)c(C=Nc2ccc(N3CCOCC3)cc2)c(=O)n(CC)c1=S
30) CCCCN1C(=O)NC(=O)C2(Cc3c(nc4c(C)cccn4c3=O)N3CCc4ccccc4C32)C1=O (stereo not drawn)
31) Cc1ccc(S(=O)(=O)N2CCCCC2)cc1NC(=O)CN1CC=C(c2ccccc2)CC1
32) O=C(O)c1cccc(N=Nc2c(O)[nH]c(=O)[nH]c2=O)c1
screen / no.,22,23,24,25,26,27,28,29,30,31,32
HTR5A ag ctr,2,-4,2,1,4,4,-4,-4,2,1,0
MITF TRPM1 HTS,-1,-3,-9,-4,-8,6,-3,·,·,-2,-15
SR-BI DiI-HDL act,1,10,3,9,32,-5,3,-20,-2,-44,9
PvdQ inh,10,-14,3,-4,-14,-12,-9,-19,-12,-5,4
dFosB activator,-4,-3,3,6,-1,-11,-2,-34,-17,-1,2
Wnt bcat act,-5,2,0,·,·,1,-4,-6,-10,·,1
Rtt109 Vps75,-1,6,8,4,5,-3,·,3,16,8,5
cardiac RTF act,7,0,5,4,3,0,-4,130*,14,-2,-1
SR-BI HDL uptake,-1,-10,-3,-9,-32,5,-3,20,2,44,-9
CDK5 p35 inh,-0.8,1.5,-1.0,-2.0,-0.2,0.9,-2.8,-0.4,-0.9,1.5,1.4

The closing two compounds of the section above come first, to join the parts.
31) Cc1ccc(S(=O)(=O)N2CCCCC2)cc1NC(=O)CN1CC=C(c2ccccc2)CC1
32) O=C(O)c1cccc(N=Nc2c(O)[nH]c(=O)[nH]c2=O)c1
33) CC1(C)CC(n2[nH]c(=O)c3c2NC(=O)CSC3c2ccccc2)CCO1 (stereo not drawn)
34) CC1[C@H]2Cc3ccc(O)cc3[C@]1(C)CCN2CCc1ccccc1 (stereo partly drawn)
35) O=C1NC(=O)N(Cc2ccco2)C(=O)/C1=C\c1cccn1CCOc1ccccc1
36) Cc1ccc(-n2c(O)c(C=NC3CCCCC3N)c(=O)[nH]c2=O)cc1C (stereo not drawn)
37) Fc1ccc(NC2=NCCS2)cc1Cl
38) CCOP(=O)(OCC)C(NC(=O)c1ccc(C)cc1)C(Cl)(Cl)Cl (stereo not drawn)
39) CCOC(=O)C(NC(=O)CC)(Nc1ccc(C(O)(C(=O)OCC)C(F)(F)F)cc1C)C(F)(F)F (stereo not drawn)
40) CCC(=O)OC1(c2cccc(C)c2)CC(C)N(C)CC1C (stereo not drawn)
screen / no.,31,32,33,34,35,36,37,38,39,40
HTR5A ag ctr,1,0,2,-8,-6,0,-3,0,-6,-1
MITF TRPM1 HTS,-2,-15,·,5,2,-14,7,-6,·,5
SR-BI DiI-HDL act,-44,9,4,18,-7,2,14,5,-4,7
PvdQ inh,-5,4,-6,-15,-7,-10,4,-18,2,-2
dFosB activator,-1,2,1,-14,0,2,-2,1,-4,8
Wnt bcat act,·,1,-2,-3,2,10,·,-2,-1,-2
Rtt109 Vps75,8,5,1,1,-10,9,-2,-15,-13,-7
cardiac RTF act,-2,-1,-6,-2,-4,0,-8,4,11,0
SR-BI HDL uptake,44,-9,-4,-18,7,-2,-14,-5,4,-7
CDK5 p35 inh,1.5,1.4,0.9,0.6,-0.4,-0.5,0.4,-1.7,-1.0,0.3

41) CCNc1nc(NC(C)(C)C)nc(SC)n1
42) COc1ccc(CNCCc2ccc(Cl)cc2)c(OC)c1OC
43) O=[N+]([O-])c1ccc(N2CCNCC2)c(Cl)c1
44) O=c1[nH]c(=O)n(Cc2ccco2)c(O)c1C=NC1CC1
45) O=C1CN=C(c2ccccc2)c2ccccc2N1
46) CNC(=O)Oc1ccc(N(C)C)cc1C(C)C
47) CCOC(=O)[C@]12Cc3cc(OC)c(OC)cc3[C@H]1N(Cc1ccccc1)C(=O)c1ccccc12
48) CC1(C)CN=C(Nc2nc3ccccc3s2)S1
screen / no.,41,42,43,44,45,46,47,48
HTR5A ag ctr,0,1,0,3,2,4,-1,3
MITF TRPM1 HTS,-7,·,-10,3,-1,13,7,73
SR-BI DiI-HDL act,-20,5,-78,17,-4,0,9,-9
PvdQ inh,-6,-1,7,23,-5,-9,-8,-2
dFosB activator,-6,6,-1,-6,-3,-2,9,5
Wnt bcat act,10,0,-2,·,-2,4,1,·
Rtt109 Vps75,-3,32,5,14,0,3,0,2
cardiac RTF act,0,-2,-3,2,-1,0,-1,2
SR-BI HDL uptake,20,-5,78*,-17,4,0,-9,9
CDK5 p35 inh,0.3,1.2,1.4,-1.4,3.8,0.3,-0.1,0.3

49) COc1ccc(C2CN(C)CC2C(=O)c2ccc(F)cc2)cc1Cl (stereo not drawn)
50) Oc1ccc2c3c1OC1c4oc5ccccc5c4C[C@@]4(O)[C@@H](C2)N(CC2CC2)CC[C@]314 (stereo partly drawn)
51) O=C(Oc1ccc([N+](=O)[O-])cc1)N1CCC(N2CCCCC2)CC1
52) COC(=O)C1=C(c2cccc(Cl)c2)C[C@@H]2CC[C@H]1N2C(=O)NCC1CC1
53) CC(=O)O[C@@]12CO[C@@H]1C[C@H](OC1OCC(O)C(O)C1O)[C@@]1(C)C(=O)[C@H](O)C3=C(C)[C@@H](OC(=O)[C@H](O)[C@@H](NC(=O)c4ccccc4)c4ccccc4)C[C@@](O)([C@@H](OC(=O)c4ccccc4)C12)C3(C)C (stereo partly drawn)
54) O=[N+]([O-])[N-][n+]1cnn(Cc2ccc(Cl)cc2)c1
55) O=C1C2CCCN2C(c2cccnc2)N1c1ccc(Cl)c(Cl)c1 (stereo not drawn)
56) CCCCCCC(=O)c1c(O)n(-c2ccccc2OC)c(=O)[nH]c1=O
screen / no.,49,50,51,52,53,54,55,56
HTR5A ag ctr,-4,2,2,5,-5,0,-1,-3
MITF TRPM1 HTS,2,0,-2,5,·,4,·,-14
SR-BI DiI-HDL act,-2,-7,-1,3,11,15,-1,24
PvdQ inh,-13,2,-17,11,-3,-4,6,1
dFosB activator,-7,-11,-9,-1,-2,-2,-2,1
Wnt bcat act,-2,2,-5,-3,-2,1,3,-2
Rtt109 Vps75,4,8,-21,0,35,-17,-9,·
cardiac RTF act,-4,-4,3,-9,0,-2,8,-8
SR-BI HDL uptake,2,7,1,-3,-11,-15,1,-24
CDK5 p35 inh,1.9,-0.8,-1.5,2.1,2.0,2.0,0.1,0.3

Compound activity from PubChem.
